Screens from PubChem BioAssay.
BioA inh: M. tuberculosis BioA enzyme inhibitors, primary screen, biochemical, plate reader, single point, HTS; 7,8-diaminopelargonic acid synthase BioA (Mycobacterium tuberculosis); purified M. tuberculosis BioA enzyme; inhibition, % at 9.99 µM; 0.096% of 360,000 active; AID 602481, 2012; in the data active = inhibition above about 40%
An asterisk follows results filed as active. Some of the compounds tested; count on the stated rates, not on these rows.

SMILES	BioA inh
CO[C@@H]1CN(C)C(=O)c2ccc(NC(=O)c3cnccn3)cc2OC[C@H](C)N(C(=O)C2CC2)C[C@@H]1C	1.5
C[C@@H]1CN([C@H](C)CO)C(=O)c2cc(NC(=O)NC3CCCCC3)ccc2O[C@@H](C)CCCCO[C@@H]1CN(C)Cc1ccc(C(=O)O)cc1	-0.6
CC(C)CC#Cc1ccc2c(c1)O[C@@H](CN(C)C(=O)Cc1cccnc1)[C@H](C)CN([C@@H](C)CO)S2(=O)=O	-3.5
C[C@@H]1CN([C@H](C)CO)C(=O)c2cc(NC(=O)C3CC3)ccc2O[C@H]1CN(C)S(=O)(=O)c1ccc(Cl)cc1	0.6
CN(C)CC(=O)N1[C@H](C#N)[C@H](c2ccc(-c3ccccc3F)cc2)[C@H]1CO	-1.4
C[C@@H]1CN([C@H](C)CO)C(=O)Cc2cc(NC(=O)Nc3cccc4ccccc34)ccc2O[C@@H]1CN(C)Cc1ccc2c(c1)OCO2	1.5
O=C(c1ccccn1)N1CC[C@@H]2[C@@H](CO)Nc3ccc(-c4ccccc4F)cc3[C@@H]21	10
O=C(N[C@@H]1CC[C@@H](CCn2cc(C3(O)CCCC3)nn2)O[C@@H]1CO)C1CCOCC1	0.0
C[C@H](CO)N1C[C@H](C)[C@@H](CN(C)Cc2ccc(Oc3ccccc3)cc2)Oc2c(NC(=O)c3cnccn3)cccc2C1=O	-0.9
O=C(Nc1ccc(F)cc1)N1CCCCN2[C@H](C1)[C@@H](c1ccc(-c3ccncc3)cc1)[C@@H]2CO	2.8
COc1ccc(NC(=O)Nc2ccc3c(c2)C(=O)N([C@@H](C)CO)C[C@H](C)[C@@H](CN(C)S(=O)(=O)c2ccc(Cl)cc2)O3)cc1	0.4
O=C(C[C@@H]1CC[C@@H](NC(=O)C2CCC2)[C@H](CO)O1)NCCCN1CCOCC1	-0.9
Cc1noc(C)c1NC(=O)N(C)C[C@H]1Oc2c(NS(=O)(=O)c3ccccc3)cccc2C(=O)N([C@@H](C)CO)C[C@H]1C	0.7
CO[C@@H]1CN(C)C(=O)c2cc(NS(=O)(=O)Cc3ccccc3)ccc2OC[C@@H](C)NC[C@H]1C	-0.5
C[C@H](CO)N1C[C@H](C)[C@@H](CN(C)Cc2ccc(C(F)(F)F)cc2)Oc2ccc(NC(=O)c3ccncc3)cc2C1=O	1.1

Molecules from the list above that contain a halogen (6):
SMILES	BioA inh
C[C@@H]1CN([C@H](C)CO)C(=O)c2cc(NC(=O)C3CC3)ccc2O[C@H]1CN(C)S(=O)(=O)c1ccc(Cl)cc1	0.6
CN(C)CC(=O)N1[C@H](C#N)[C@H](c2ccc(-c3ccccc3F)cc2)[C@H]1CO	-1.4
O=C(c1ccccn1)N1CC[C@@H]2[C@@H](CO)Nc3ccc(-c4ccccc4F)cc3[C@@H]21	10
O=C(Nc1ccc(F)cc1)N1CCCCN2[C@H](C1)[C@@H](c1ccc(-c3ccncc3)cc1)[C@@H]2CO	2.8
COc1ccc(NC(=O)Nc2ccc3c(c2)C(=O)N([C@@H](C)CO)C[C@H](C)[C@@H](CN(C)S(=O)(=O)c2ccc(Cl)cc2)O3)cc1	0.4
C[C@H](CO)N1C[C@H](C)[C@@H](CN(C)Cc2ccc(C(F)(F)F)cc2)Oc2ccc(NC(=O)c3ccncc3)cc2C1=O	1.1

Additional records follow.
SMILES	BioA inh
COc1ccc(NC(=O)N(C)C[C@H]2Oc3c(NC(=O)c4nc5ccccc5s4)cccc3C(=O)N([C@H](C)CO)C[C@@H]2C)cc1	0.9
Cc1ccc(S(=O)(=O)N(C)C[C@H]2Oc3ccc(NS(=O)(=O)c4ccc(F)cc4)cc3CC(=O)N([C@H](C)CO)C[C@H]2C)cc1	2.2
O=C(Nc1cc(F)ccc1F)N1CCCCN2[C@@H](CO)[C@H](c3ccc(-c4cccnc4)cc3)[C@@H]2C1	7.5
O=C(C[C@@H]1CC[C@H]2[C@@H](COC[C@@H](O)CN2Cc2nccs2)O1)NCc1ccc(F)cc1	-1.3
C[C@H](CO)N1C[C@H](C)[C@H](CN(C)Cc2ccccc2)Oc2ccc(NC(=O)Nc3ccc(C(F)(F)F)cc3)cc2CC1=O	-2.4
C[C@H]1CN([C@@H](C)CO)C(=O)c2cccc(NS(=O)(=O)c3cn(C)cn3)c2O[C@H]1CN(C)S(=O)(=O)c1ccccc1	-0.6
CN(C)C(=O)C[C@H]1C[C@@H]2c3cc(NC(=O)Nc4ccccc4F)ccc3O[C@@H]2[C@H](CO)O1	-0.4
CCNC(=O)[C@@H]1N[C@@H]2c3ccc(-c4cccc(C(=O)N(C)C)c4)c(=O)n3C[C@@H]2[C@H]1CO	-0.7
C[C@@H](O)C#Cc1cnc2c(c1)C(=O)N([C@@H](C)CO)C[C@H](C)[C@@H](CN(C)CC1CCCC1)O2	-1.7
CO[C@H]1CN(C)C(=O)c2cc(NC(=O)C3CC3)ccc2OC[C@@H](C)N(CC2CC2)C[C@@H]1C	-0.3
C[C@@H](O)C#Cc1cnc2c(c1)C(=O)N([C@@H](C)CO)C[C@H](C)[C@@H](CN(C)CC1CCCCC1)O2	1.9
O=C(N[C@@H]1CC[C@H](CCNC(=O)c2ccccc2F)O[C@@H]1CO)c1ccc2c(c1)OCO2	-0.3
CC=Cc1ccc2n(c1=O)C[C@H]1[C@H](CO)[C@@H](C(=O)NCC3CC3)N(CCC(F)(F)F)[C@@H]21 (mixture of isomers)	-0.8
C[C@@H]1CN([C@@H](C)CO)C(=O)c2cc(NC(=O)Cc3ccccc3)ccc2O[C@@H]1CN(C)Cc1ccc(Oc2ccccc2)cc1	-3.6
CNC[C@H]1Oc2c(NC(=O)c3ccncc3)cccc2C(=O)N([C@@H](C)CO)C[C@H]1C	-1.0
Cc1noc(C)c1S(=O)(=O)Nc1ccc2c(c1)C(=O)N([C@@H](C)CO)C[C@@H](C)[C@@H](CN(C)S(=O)(=O)c1cccs1)O2	-2.3
CO[C@H]1CC[C@@H]2CCN(C)C(=O)C[C@@H](c3ccccc3)CN(C)C(=O)c3cccc(C#N)c3OC[C@@H]1O2	-0.3
Cc1ccccc1S(=O)(=O)N[C@@H]1CC[C@H](CCn2cc(Cc3ccccc3)nn2)O[C@@H]1CO	1.3
COc1ccc(S(=O)(=O)Nc2ccc3c(c2)C(=O)N([C@@H](C)CO)C[C@H](C)[C@H](CN(C)C(=O)CCC(F)(F)F)OCCCC[C@H](C)O3)cc1	2.7
C[C@H]1CCCCO[C@H](CN(C)Cc2ccc(Cl)c(Cl)c2)[C@@H](C)CN([C@@H](C)CO)C(=O)c2cc(NC(=O)Nc3cccc4ccccc34)ccc2O1	-5.3
COC(=O)C[C@@H]1CC[C@@H]2[C@H](COc3ccc(NC(=O)Nc4cccc(C#N)c4)cc3C(=O)N2C)O1	1.6
C[C@H](CO)N1C[C@H](C)[C@H](CN(C)C(=O)Nc2ccc(C(F)(F)F)cc2)Oc2cc(-c3ccncc3)ccc2S1(=O)=O	2.8
CN1CCN(C(=O)C[C@@H]2CC[C@H]3[C@@H](COC[C@H](O)CN3C(=O)C3CCOCC3)O2)CC1	-2.0
CC(C)NC(=O)N(C)C[C@H]1OCCCC[C@@H](C)Oc2ccc(NS(C)(=O)=O)cc2C(=O)N([C@H](C)CO)C[C@@H]1C	0.5
O=S(=O)(c1ccc(F)cc1)N1C[C@H]2[C@@H](c3ccccc31)[C@H](CO)N2Cc1ccccc1Cl	-6.3
Cc1cc(C(=O)Nc2cccc3c2O[C@H](CN(C)S(=O)(=O)c2cccs2)[C@H](C)CN([C@@H](C)CO)C3=O)n(C)n1	-0.7
COc1ccccc1NC(=O)Nc1ccc2c(c1)C(=O)N(C)C[C@H](OC)[C@@H](C)CN(C)[C@@H](C)CO2	0.5
C[C@H](CO)N1C[C@H](C)[C@H](CN(C)Cc2ccccc2)Oc2ccc(NC(=O)CCC(F)(F)F)cc2C1=O	-2.1
C[C@H](O)C#Cc1cnc2c(c1)C(=O)N([C@@H](C)CO)C[C@H](C)[C@H](CN(C)CC1CCOCC1)O2	-4.9
COC(=O)C[C@H]1C=C[C@H](NS(=O)(=O)c2ccccc2F)[C@H](CO)O1	3.9
CCC(=O)Nc1ccc2c(c1)C(=O)N(C)C[C@@H](OC)[C@H](C)CN(Cc1ccncc1)[C@@H](C)CO2	0.4
C[C@@H](O)C#Cc1cnc2c(c1)C(=O)N([C@@H](C)CO)C[C@H](C)[C@@H](CN(C)C(=O)c1ccccc1F)O2	-1.2
C[C@@H]1CCCCO[C@@H](CN(C)S(C)(=O)=O)[C@@H](C)CN([C@H](C)CO)C(=O)c2cc(NC(=O)NC3CCCCC3)ccc2O1	0.7
CNC[C@@H]1Oc2c(NS(=O)(=O)c3ccc(Cl)cc3)cccc2C(=O)N([C@@H](C)CO)C[C@@H]1C	-4.4
COc1cccc(-c2ccc3c(c2)[C@H]2[C@H](CCN2C(=O)c2ccc4c(c2)OCO4)[C@H](CO)N3C)c1	1.8
C[C@H]1CN([C@@H](C)CO)C(=O)c2cccc(NC(=O)C3CCOCC3)c2O[C@H]1CN(C)S(=O)(=O)c1ccc(Cl)cc1	-0.6
C[C@@H]1CN([C@@H](C)CO)C(=O)c2cc(C#C[C@@H](C)O)cnc2O[C@@H]1CN(C)C(=O)CN(C)C	-0.9
O=C(C[C@H]1C=C[C@@H](NC(=O)c2ccccc2)[C@H](CO)O1)NCc1ccncn1	-3.3
O=C(C[C@@H]1CC[C@@H]2[C@H](COC[C@H](O)CN2Cc2ccccc2)O1)N[C@@H]1CCN(Cc2ccccc2)C1	0.2
CC(C)NC(=O)N1[C@H](CO)[C@H](c2ccc(C#CC3CCCC3)cc2)[C@@H]1C#N	-5.6
CO[C@@H](CN(C)S(=O)(=O)c1cccc(Cl)c1)[C@H](C)CN([C@@H](C)CO)S(=O)(=O)c1ccc(Cl)cc1	-1.6
CCCN1[C@H](C(=O)Nc2nccs2)[C@@H](CO)[C@@H]2Cn3c(ccc(-c4ccccc4OC)c3=O)[C@@H]21	1.3
C[C@@H]1CN([C@@H](C)CO)S(=O)(=O)c2ccc(C3=CCCC3)cc2O[C@H]1CN(C)C(=O)c1cnccn1	-0.8
CCC(=O)Nc1ccc2c(c1)C(=O)N(C)[C@H]1CC[C@H](CC(=O)NC3Cc4ccccc4C3)O[C@H]1CO2	-4.8
COc1ccc(NC(=O)N[C@@H]2CC[C@@H](CCn3cc(-c4ccccn4)nn3)O[C@H]2CO)cc1	-2.5
COCC#Cc1ccc([C@H]2[C@@H](CO)N3CCCCN(S(=O)(=O)c4ccccc4C)C[C@@H]23)cc1	-1.0
COc1ccc(CN(C)C[C@@H]2Oc3ccc(NC(=O)Nc4cccc5ccccc45)cc3CC(=O)N([C@H](C)CO)C[C@@H]2C)cc1	-1.2
Cc1ccccc1S(=O)(=O)NCC[C@@H]1CC[C@H](NS(=O)(=O)c2ccccc2C)[C@H](CO)O1	-0.5
C[C@H](CO)N1C[C@H](C)[C@@H](CN(C)C(=O)c2ccncc2)Oc2cc(C#CC3(O)CCCC3)ccc2S1(=O)=O	0.0
C[C@H](CO)N1C[C@H](C)[C@@H](CN(C)C(=O)C2CCC2)Oc2ncc(-c3cccc(F)c3)cc2C1=O	-0.2
C[C@H](CO)N1C[C@H](C)[C@H](CN(C)C(=O)C2CCCCC2)Oc2ncc(C#CC3(O)CCCC3)cc2C1=O	3.5
CCCN(C)C[C@@H]1Oc2cc(C#CC3(O)CCCC3)ccc2S(=O)(=O)N([C@@H](C)CO)C[C@@H]1C	-1.9
O=C(N[C@H]1CC[C@@H](CCNS(=O)(=O)c2ccc(F)cc2)O[C@H]1CO)c1ccccn1	-1.4
C[C@@H]1CCCCO[C@@H](CN(C)C(=O)Nc2cccc3ccccc23)[C@H](C)CN([C@H](C)CO)C(=O)c2cc(NS(=O)(=O)c3ccc(Cl)cc3)ccc2O1	-0.9
CC(C)CC#Cc1ccc2c(c1)O[C@H](CN(C)C(=O)CN(C)C)[C@H](C)CN([C@H](C)CO)S2(=O)=O	-0.5
C[C@@H]1CCCCO[C@@H](CN(C)C(=O)Cc2ccccc2)[C@@H](C)CN([C@@H](C)CO)C(=O)c2cc(NC(=O)Cc3ccccc3)ccc2O1	0.0
COc1ccc(CN(C)C[C@@H]2OCCCC[C@@H](C)Oc3ccc(NS(=O)(=O)c4cccs4)cc3C(=O)N([C@H](C)CO)C[C@H]2C)cc1	0.8
CCCNC(=O)C[C@H]1CC[C@@H]2[C@@H](COc3ccc(NC(=O)Nc4ccccc4)cc3C(=O)N2C)O1	6.4
Cc1noc(C)c1NC(=O)N(C)C[C@@H]1Oc2cc(C#CCC(C)C)ccc2S(=O)(=O)N([C@H](C)CO)C[C@H]1C	3.4
N#C[C@@H]1[C@@H](c2ccc(-c3ccccc3F)cc2)[C@H](CO)N1C(=O)c1ccccn1	-1.3

Later entries
SMILES	BioA inh
COc1cccc(C(=O)Nc2ccc3c(c2)C(=O)N(C)C[C@H](OC)[C@H](C)CN(CCc2ccccc2)[C@@H](C)CO3)c1	0.4
C[C@@H]1CN([C@@H](C)CO)C(=O)CCCn2cc(nn2)CO[C@@H]1CN(C)S(=O)(=O)c1ccc(C#N)cc1	1.8
C[C@H]1CN([C@@H](C)CO)C(=O)c2cc(-c3cccnc3)cnc2O[C@H]1CN(C)C(=O)Nc1ccccc1	0.7
COc1ccc(S(=O)(=O)N(C)C[C@@H]2OCCCC[C@H](C)Oc3ccc(NC(=O)c4ccncc4)cc3C(=O)N([C@H](C)CO)C[C@H]2C)cc1	-0.9
C[C@@H]1CN([C@@H](C)CO)S(=O)(=O)c2ccc(C#CCN(C)C)cc2O[C@H]1CN(C)C(=O)Nc1ccccc1F	-0.7
